FBW7 act: human FBW7 E3 ligase activation, primary screen; Q969H0; AlphaScreen FBW7–phospho-cyclin E peptide binding, activator screen; normalized activity (activation), % at 26.1 µM; 650,000 tested, 0.13% active; in the data active = normalized activity above about 1.9%;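 note: purified mutant Fbw7 with reduced substrate affinity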
TEAD-YAP block: TEAD-YAP interaction inhibition | inhibition, % at 9.12 µM | HEK-TIYL cells, TEAD-Gal4/YAP UAS-luciferase luminescence | 640,000 tested, 1.4% active; in the data active = inhibition above about 32%;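 note: 0% = median of test compound wells and 100% = reference inhibitor wells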
GPR151 ag: human GPR151 activation. Q8TDV0. PathHunter beta-arrestin GPR151 cells, luminescence. activation, % at 11.2 µM. 650,000 tested, 1% active; in the data active = activation above about 4.9%;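 note: 0% = median of compound wells and 100% = cells with positive control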
Target sequence (Q8TDV0 whole entry, looked up): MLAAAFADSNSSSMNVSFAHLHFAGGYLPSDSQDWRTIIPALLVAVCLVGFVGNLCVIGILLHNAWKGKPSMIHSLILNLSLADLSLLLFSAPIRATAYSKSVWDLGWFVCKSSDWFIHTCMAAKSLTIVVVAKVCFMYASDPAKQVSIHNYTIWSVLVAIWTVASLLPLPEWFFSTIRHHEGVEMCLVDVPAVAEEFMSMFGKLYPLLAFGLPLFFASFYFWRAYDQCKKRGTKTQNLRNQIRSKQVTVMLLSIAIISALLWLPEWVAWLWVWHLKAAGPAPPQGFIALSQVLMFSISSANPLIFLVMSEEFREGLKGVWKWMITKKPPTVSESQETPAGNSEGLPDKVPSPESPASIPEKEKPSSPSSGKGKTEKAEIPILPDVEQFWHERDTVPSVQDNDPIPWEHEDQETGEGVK
MITF primary: human MITF inhibition, primary screen | O75030 | AlphaScreen MITF homodimerization, bead proximity signal | inhibition, % at 2.6 µM | 650,000 tested, 0.91% active; in the data active = inhibition above about 50%;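 note: 0% = vehicle wells with protein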
Target sequence (O75030 whole entry, looked up): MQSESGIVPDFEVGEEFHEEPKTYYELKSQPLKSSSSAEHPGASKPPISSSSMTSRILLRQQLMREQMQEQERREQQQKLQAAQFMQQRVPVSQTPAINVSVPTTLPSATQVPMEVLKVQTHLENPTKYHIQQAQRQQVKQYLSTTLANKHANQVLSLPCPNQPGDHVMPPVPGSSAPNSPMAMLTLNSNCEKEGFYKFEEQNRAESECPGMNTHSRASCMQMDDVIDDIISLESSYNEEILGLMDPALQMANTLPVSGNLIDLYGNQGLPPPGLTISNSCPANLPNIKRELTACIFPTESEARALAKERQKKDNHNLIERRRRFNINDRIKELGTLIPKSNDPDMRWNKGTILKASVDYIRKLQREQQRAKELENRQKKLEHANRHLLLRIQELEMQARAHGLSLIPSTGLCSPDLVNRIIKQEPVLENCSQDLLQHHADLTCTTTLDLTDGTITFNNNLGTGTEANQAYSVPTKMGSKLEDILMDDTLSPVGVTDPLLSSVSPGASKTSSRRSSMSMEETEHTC
The depositor's hits bear a star. Random draw from the library. Share with any hit: about 3.4%.

SMILES | FBW7 act | TEAD-YAP block | GPR151 ag | MITF primary
Cc1c(C(=O)N2CCCC(C)C2)nnn1-c1nccs1 (stereo not drawn) | 0.0 | -39.1 | 0.0 | -6.2
COc1ccc(CCN2CCC(N(CCN(C)C)C(=O)Nc3cccc(F)c3)CC2)cc1 | 0.2 | 1.0 | 2.0 | 1.0
O=C(NC(=S)Nc1nc2ccc(F)cc2s1)c1ccc2c(c1)OCO2 | 0.2 | -2.8 | 0.0 | 11.3
O=C(NNC(=O)c1ccc([N+](=O)[O-])cc1Cl)c1ccccc1Cl | 0.0 | -8.1 | -0.2 | 11.9
Cc1ccc(C(=O)N2CCCCCC2)cc1I | 0.3 | -17.1 | -0.9 | 8.9
CN1CCN(c2nc3c(c(=O)[nH]c(=O)n3C)n2CC(N)=O)CC1 | 1.0 | 1.1 | -1.2 | 15.8
Cc1cc2c(cc1S(=O)(=O)Nc1c(C)n(C)n(-c3ccccc3)c1=O)OCC(=O)N2 | -0.1 | 7.6 | 0.3 | 3.0
FC(F)(F)c1ccccc1CN1CCN(Cc2ccc(Cl)cc2)CC1 | 0.3 | -11.6 | -0.9 | 41.0
CC(=O)Nc1ccc(NC(=O)c2cc(C)nc3ccc(C)cc23)cc1 | -0.1 | 34.9* | 1.3 | -9.0
COc1ccc(C2Nc3ccccc3C(=O)N2NS(=O)(=O)c2ccc(C)cc2)cc1 (stereo not drawn) | 0.1 | -6.0 | -1.0 | 16.3
COC(=O)CCNC(=O)NC(CCC(C)C)c1c(-n2cccc2)sc2c1CCN(C)C2 (stereo not drawn) | -0.1 | -6.4 | 1.9 | -2.9
C=CCn1c(=O)c2c3c(sc2n2c(Nc4ccc(C(=O)OCC)cc4)nnc12)CCC3 | 0.6 | 11.2 | -1.8 | 8.6
CC(=O)C1=C(C)Nc2ncnn2C1c1ccc(Br)cc1 (stereo not drawn) | -0.1 | -8.8 | 0.3 | -1.4
O=C(O)COc1ccc(NC(=O)CN2C(=O)c3ccc([N+](=O)[O-])cc3C2=O)cc1 | -0.1 | 1.8 | 0.5 | 6.0
O=C(O)c1ccc(N2CC3CC(C2)c2cccc(=O)n2C3)c(NS(=O)(=O)c2ccc3c(c2)OCCO3)c1 (stereo not drawn) | -1.1 | -7.4 | -0.2 | 3.2
c1ccc(-c2nnn3c2nc(NCC2CCCO2)c2ccccc23)cc1 (stereo not drawn) | 0.0 | -6.8 | -0.2 | -5.1
CCOc1cccc(C(=O)Nc2nn3c(-c4ccccc4C)nnc3s2)c1 | 0.1 | 0.3 | -0.1 | -4.3
O=C(CSCCO)Nc1cc(C(F)(F)F)ccc1Cl | -0.1 | 8.6 | 0.8 | -1.6
COc1ccc(CN2C(=O)NC(=O)/C(=C\c3ccc(F)cc3)C2=O)cc1 | -1.1 | -1.1 | -0.5 | 1.0
CCOCCOC(=O)c1[nH]c2c(c1C)C(=O)CC(c1ccccc1)C2 (stereo not drawn) | 0.1 | 48.9* | -0.1 | 8.8
O=C(CSCc1ccc(Cl)cc1)N/N=C/c1ccccc1F | -0.2 | 6.2 | 1.0 | 1.9
CSCC(C)N1CCC(n2nccc2NC(=O)c2ccccc2C)CC1 (stereo not drawn) | 0.3 | 8.9 | -0.4 | 7.6
COc1cc(OC)nc(CN2CCN(Cc3ccccc3S(C)(=O)=O)CC2)n1 | 0.0 | -0.5 | -1.3 | 11.5
O=C(CSc1nc2ccccc2o1)OCC(=O)N1c2ccccc2Sc2ccccc21 | 0.2 | 9.0 | -0.6 | 8.2

In another format: results already given.
Values in the order – FBW7 act	TEAD-YAP block	GPR151 ag	MITF primary
> O=C(CSc1nc2ccccc2o1)OCC(=O)N1c2ccccc2Sc2ccccc21
  0.2	9.0	-0.6	8.2
> COc1cc(OC)nc(CN2CCN(Cc3ccccc3S(C)(=O)=O)CC2)n1
  0.0	-0.5	-1.3	11.5
> CC(=O)C1=C(C)Nc2ncnn2C1c1ccc(Br)cc1 (stereo not drawn)
  -0.1	-8.8	0.3	-1.4
> O=C(CSCc1ccc(Cl)cc1)N/N=C/c1ccccc1F
  -0.2	6.2	1.0	1.9
> O=C(CSCCO)Nc1cc(C(F)(F)F)ccc1Cl
  -0.1	8.6	0.8	-1.6
> c1ccc(-c2nnn3c2nc(NCC2CCCO2)c2ccccc23)cc1 (stereo not drawn)
  0.0	-6.8	-0.2	-5.1

Other compounds
SMILES | FBW7 act | TEAD-YAP block | GPR151 ag | MITF primary
COC(=O)c1ccccc1NC(NC(=O)c1cccs1)C(=O)c1ccc(C)cc1 (stereo not drawn) | 0.0 | 1.4 | 2.4 | -1.2
Cc1ccc(S(=O)(=O)Nc2cc(C)c(O)c(C)c2)cc1 | 0.4 | -8.5 | -1.2 | 9.3
Cc1ccccc1NC(=O)c1ccc(C)c(S(=O)(=O)Nc2ccc(I)cc2C)c1 | -0.1 | -2.0 | -1.7 | -4.4
CCCCCCc1c(C)c2cc(Cl)c(OCc3cccc(OC)c3)cc2oc1=O | -0.1 | 1.8 | 1.1 | 7.6
O=C(NCCc1ccc(Cl)cc1)C1CCCN(c2nnc(N3CCCC3=O)s2)C1 (stereo not drawn) | 0.2 | -0.6 | -1.2 | 8.9
CCOc1cc(C(=O)Nc2cc(-c3nc4cc(Cl)ccc4o3)ccc2C)cc(OCC)c1OCC | -0.1 | -2.9 | 0.3 | 5.3
O=C(CSc1nnnn1-c1ccccc1)NC1CCCCCC1 | 0.1 | -4.9 | 0.7 | 0.5
CCCCCCNc1nc2c(c(=O)[nH]c(=O)n2C)n1CCC(C)C | 0.0 | 15.7 | 1.6 | 9.4
Cc1[nH]n(-c2cccc(Cl)c2)c(=O)c1/C=C1\C=NN=C1c1ccccc1 | -0.5 | -3.8 | -0.5 | -1.5
CCOc1ncccc1C(=O)Nc1ccc(OC)c(Cl)c1 | 0.2 | -5.2 | 0.9 | -3.1
CCOC(=O)C1C(c2ccc([N+](=O)[O-])cc2)NC(=O)NC1(O)C(F)(F)F (stereo not drawn) | 0.0 | 0.3 | 0.3 | 14.0
CCOC(CNC(=O)c1ccc2c(c1)ncn2-c1ccc(C)c(Cl)c1)OCC | 0.0 | 0.6 | -1.6 | 1.2
CN1CCN(S(=O)(=O)c2ccc(Sc3nccn3C)c([N+](=O)[O-])c2)CC1 | 1.0 | 1.6 | 0.5 | 13.2
CC(c1ccccc1)N1C(=O)NC(NC(=O)c2cccnc2)(C(F)(F)F)C1=O (stereo not drawn) | 0.2 | 10.9 | -1.8 | 8.2
CCN(CC)C(=O)C1CCCN(c2nc(NC3CCN(Cc4ccccc4)CC3)c3ncn(-c4ccsc4)c3n2)C1 (stereo not drawn) | -0.5 | 28.5 | 0.6 | 19.9
O=C1/C(=C/c2coc(-c3cccc(C(F)(F)F)c3)c2)SC(=Nc2ccccc2)N1c1ccccc1 | 0.1 | 8.2 | -1.2 | 1.6
Cc1ncc([N+](=O)[O-])n1S(=O)(=O)c1ccccc1 | 0.5 | 10.6 | 0.3 | 10.8
Cc1nc(N2CCOCC2)c2c(C)c(C(=O)Nc3cnc4ccccc4c3)sc2n1 | 0.2 | -4.6 | 0.5 | 18.8
CC(=O)Nc1nc(SCc2ccc3c(c2)OCO3)ns1 | 0.0 | -11.5 | -0.9 | 3.2
Cc1cc(C(=O)N2CCC[C@H](Cn3cc(C(=O)N4CCOCC4)nn3)C2)on1 | -0.1 | -2.6 | -1.0 | -5.3
COC(=O)c1ccc2c(=O)n(CCCCCC(=O)NCCNC(C)=O)c(=O)[nH]c2c1 | 0.1 | 12.2 | 1.2 | 11.2
CC(C)=CCN1CCN(Cc2cnn(-c3ccccc3F)c2)CC1CCO (stereo not drawn) | -0.1 | -2.4 | -0.1 | 2.5
Cc1ccc(CNC(=O)CCC(=O)Nc2nc(-c3cc4cc(Cl)ccc4oc3=O)cs2)o1 | 0.2 | 2.8 | 1.1 | 5.3
O=C(c1ccc([N+](=O)[O-])cc1)N1CCc2ccccc2C1 | 0.4 | -19.8 | -0.7 | 0.5
O=C(O)C(c1ccccc1)c1cn2cc(Cl)ccc2n1 (stereo not drawn) | -0.1 | -3.4 | 1.8 | 5.9
CC(=O)Nc1ccc(Nc2cc(C)nc(-c3c(C)nn(C)c3C)n2)cc1 | 0.2 | -6.1 | -1.3 | 14.2
O=C(Cc1ccc([N+](=O)[O-])cc1)N1CCN=C1SCc1ccccc1 | -0.1 | -4.9 | -0.5 | -6.5
Cn1cc(Cl)c(C(=O)N2CCc3ccccc32)n1 | 0.8 | -21.6 | -3.1 | 13.4
CCC(Nc1c(-c2ccccc2)c(=O)c1=O)c1cccs1 (stereo not drawn) | 0.5 | 2.4 | -0.6 | 2.0
CC(C)OC(=O)C1CC=CCC1C(=O)Nc1ccc(Br)cc1 (stereo not drawn) | 0.0 | -8.3 | 1.3 | -5.4
Cc1cc(OCC(=O)Nc2ccccc2CO)cc(C)c1Br | 0.1 | -1.8 | 0.4 | 8.6
CCOC(=O)c1cc(-c2cccc([N+](=O)[O-])c2)nc2[nH]c(=O)[nH]c(=O)c12 | 0.1 | 1.3 | -0.8 | 22.5
Cc1nc(NCCNS(=O)(=O)c2cccc(Cl)c2)cc(N2CCCC2)n1 | 0.7 | 9.4 | -0.7 | 4.6
CC(C)(C)c1nn2cnnc2n(/N=C/c2ccc(Cl)cc2)c1=O | 0.3 | 9.1 | -1.6 | 8.9
COc1ccccc1NC(=O)CN1C(=O)C2C3c4ccccc4C(c4ccccc43)C2C1=O (stereo not drawn) | 0.0 | -3.0 | 0.7 | -5.7
O=C(Nc1cccc(-c2nc3ccccc3[nH]2)c1)C12CC3CC(CC(C3)C1)C2 | 0.9 | -19.7 | 0.6 | 0.3
COc1ccc(-c2cc3nc4c(c(NCC5CCCO5)n3n2)CCC4)cc1OC (stereo not drawn) | -0.2 | -24.9 | -1.0 | -286.2
O=C(Nc1cccc(-c2nc3cc(Cl)ccc3o2)c1)c1ccc(F)cc1 | -0.1 | 13.9 | 2.6 | 15.3
O=C1/C(=C/c2cn(Cc3ccc(Cl)cc3)c3ccccc23)SC(=Nc2ccccc2)N1c1ccccc1 | -0.1 | -0.6 | 4.0 | -3.5
CCOC(=O)c1cccc(N2C(=O)c3ccccc3C2=O)c1 | 0.0 | 6.9 | -0.9 | 9.3
O=C(CN1CCN(S(=O)(=O)c2cc(Cl)ccc2Cl)CC1)c1ccc(O)c(O)c1 | -0.2 | -4.8 | -1.8 | -3.0
COc1cc(OC)c(OC)cc1/C=C(\C#N)C(=O)NC(C)c1ccccc1 (stereo not drawn) | -0.1 | -9.3 | 1.9 | -5.4
CCN1C(=O)C2C(c3ccccc3OC)NC(C)(C(=O)OC)C2C1=O (stereo not drawn) | 0.0 | -9.7 | -1.1 | 9.7
CCOc1cc(/C=C2/C(=O)NC(=O)N(c3ccc(C)cc3)C2=O)cc(Cl)c1O | -0.2 | 2.8 | -0.6 | 0.1
CNC(=O)CN(CCc1ccccc1)S(=O)(=O)c1ccc(OC)cc1 | 0.1 | -3.4 | -0.5 | 0.3
CC(=O)Nc1c(=O)[nH]n2c(C)cc(C)nc12 | 0.0 | 10.5 | 1.6 | 47.9
Cn1c(=O)c2c(nc(NCCNC(=O)CCl)n2Cc2ccccc2Cl)n(C)c1=O | 0.1 | 20.5 | 3.0 | 11.1
Cc1cccc(NC(=O)Cn2c(C)c3cnn(-c4ccccc4)c(=O)c3c2C)c1C | 0.5 | 12.6 | -0.4 | 4.8
CCOC(=O)c1cc2c(=O)n3ccccc3nc2n(C)c1=NC(=O)c1ccc(C)c(C)c1 | 0.8 | 0.6 | -0.9 | 8.4
CS(=O)(=O)c1cnc(-c2ccccn2)nc1-c1cccc(C(F)(F)F)c1 | -0.2 | 0.8 | -2.6 | -2.1
Cn1nnnc1SCc1ccc(F)cc1 | 0.1 | 2.2 | 0.3 | 1.9
COc1ccc(-c2cc(C(=O)Nc3ccc(C)cc3)c3ccccc3n2)cc1 | 0.0 | -2.5 | 0.0 | 10.8
CCOC(=O)C1C(c2cccc(Cl)c2Cl)NC(=O)NC1(O)C(F)(F)F (stereo not drawn) | 0.2 | 4.5 | 1.2 | 4.3
Cc1ccc(S(=O)(=O)N(CC(=O)Nc2cccc(Cl)c2Cl)c2ccccc2C)cc1 | -0.1 | -8.6 | -0.4 | -1.9
O=C(O)CSc1ccc2nnc(-c3cccnc3)n2n1 | 0.0 | 7.9 | 0.9 | 17.4
Cc1cc(C)n(-c2ccc(NC(=O)C3CCN(Cc4ccc(C)o4)CC3)cc2)n1 | 0.1 | 11.1 | 3.3 | 4.6
O=C(NN=C1CCCC1)c1cc(-c2ccccc2)n[nH]1 | 0.1 | -7.0 | 0.4 | -7.4
NC(=O)c1ccc(-n2nnnc2Oc2ccc(F)cc2)cc1 | 0.1 | 2.8 | 0.7 | 16.3
Cc1ccc(C(=O)NCC2CCCO2)o1 (stereo not drawn) | -0.1 | -4.7 | -0.9 | -0.2

Pulled by compound from above:
SMILES | FBW7 act | TEAD-YAP block | GPR151 ag | MITF primary
Cc1ccc(C(=O)NCC2CCCO2)o1 (stereo not drawn) | -0.1 | -4.7 | -0.9 | -0.2
Cn1nnnc1SCc1ccc(F)cc1 | 0.1 | 2.2 | 0.3 | 1.9
NC(=O)c1ccc(-n2nnnc2Oc2ccc(F)cc2)cc1 | 0.1 | 2.8 | 0.7 | 16.3
CS(=O)(=O)c1cnc(-c2ccccn2)nc1-c1cccc(C(F)(F)F)c1 | -0.2 | 0.8 | -2.6 | -2.1

Compound activity deposited in PubChem by The Scripps Research Institute Molecular Screening Center.
